# RSV antiviral HEp-2 = inhibition of RSV-induced cytopathic effect – HEp-2 cells, primary 10 µM value included (AID 2391); HEp-2 cells, RSV-induced CPE inhibition; higher % means a stronger effect; CPE inhibition, % at 10 µM, or IC50 in µM where a hit was titrated; 310,000 compounds, 0.13% hits; in the data active = a potency from the dose series; inconclusive = CPE inhibition mostly from about 23% at the one dose, without a potency; inactive = the rest, 99 in 100 with CPE inhibition below about 21%; note: strong numbers were not always called active
# HIV fusion peptide = cell-free HIV fusion peptide-binding blockers – biochemical, uHTS, fluorescence dequenching, primary screen (AID 1986). cell-free peptide binding, fluorescence dequenching, 30 min; higher % means a stronger effect. inhibition, % at 20 µM; hits with a dose series show IC50 in µM. 290,000 compounds, 0.3% hits; in the data active = inhibition mostly above about 52%, no sharp cut-off; inactive = mostly below about 76%; note: some results filed as inactive read as strong as hits
# GPR35 antagonists = GPR35 antagonists blocking zaprinast-driven arrestin recruitment, primary screen, imaging, U2OS, beta-arrestin-GFP, zaprinast agonist (AID 2058); U2OS GPR35 beta-arrestin-GFP translocation imaging, zaprinast antagonism; higher % means a stronger effect; inhibition, % at 10 µM; hits with a dose series show IC50 in µM; 290,000 compounds, 0.052% hits;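 active = inhibition of at least 50% with at least 30 cells and total cytoplasm GFP at most 10,000,000; inconclusive = under 30 cells or total GFP of 10,000,000 plus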
# Salmonella PhoP GFP = PhoP-dependent GFP reporter repression – Salmonella Typhimurium, primary screen (AID 1863). S. Typhimurium PhoP-regulated promoter GFP reporter, 4 h; higher % means a stronger effect. inhibition, % at 50 µM, or IC50 in µM where a hit was titrated. 300,000 compounds, 0.16% hits;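 active = inhibition over 29.93%, a cutoff 3 SD above the screen mean, later confirmed by dose response; inconclusive = inhibition over 29.93% but no dose response follow-up; inactive = inhibition at most 29.93% or unconfirmed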;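 note: 0% = low Mg2+ inducing control and 100% = high Mg2+ repressing control; strong numbers were not always called active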
# UTI89 phage lysis = protection from phage-mediated lysis, alamar blue read-out – E. coli UTI89, K1F phage, bacterial capsule biogenesis inhibitors (AID 488966) | inhibition, % at 100 µM; hits with a dose series show IC50 in µM | E. coli UTI89 K1F phage lysis, alamar blue, 2 h; higher % means a stronger effect | 340,000 compounds, 0.02% hits;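 active = phage lysis inhibition, versus mean bacterial control, above a set limit; inconclusive = no clear call, values can overlap the other calls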;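 note: capsule biogenesis inhibitors block K1F phage lysis so surviving cells raise fluorescence; higher fluorescence means more inhibition of phage lysis; actives were called in the ten point dose series up to 300 µM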
# GPR55 antagonists = GPR55 antagonists blocking LPI-driven arrestin recruitment, primary screen, imaging, U2OS, beta-arrestin-GFP, LPI agonist (AID 2013); U2OS GPR55 beta-arrestin-GFP translocation imaging, LPI antagonism; higher % means a stronger effect; inhibition, % at 10 µM, or IC50 in µM where a hit was titrated; 290,000 compounds, 0.13% hits;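 active = spots per cell inhibited over 60%, with over 100 cells counted and total cytoplasm intensity under 500,000; inconclusive = wells with under 100 cells, flagged as likely toxic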;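 note: U2OS cells stably carrying GPR55 and arrestin-GFP stimulated by 5 µM LPI near EC80; imaged beta-arrestin-GFP aggregate spots per cell after agonist stimulation; plate controls were LPI-stimulated DMSO wells for no effect and DMSO wells without LPI for full effect; some results filed as inactive read as strong as hits; confirmed hits need IC50 under 10 µM and bright autofluorescent wells are also inconclusive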
# NS5 inhibitors = Dengue-2 NS5 methyltransferase inhibitors, primary screen, biochemical, confirmation dose response (AID 588689); inhibition, % at 25 µM, or IC50 in µM where a hit was titrated; Dengue-2 NS5 methyltransferase capping enzyme assay, biochemical; higher % means a stronger effect; 340,000 compounds, 0.3% hits; in the data active = a potency from the dose series; inconclusive = inhibition above about 29% without an active follow-up result
# SV40 large T antigen = SV40 large T antigen inhibitors, biochemical (AID 1903) | one-dose inhibition, % at 20 µM; IC50 in µM for titrated hits | 310,000 compounds, 0.39% hits | SV40 large T antigen ATPase/helicase inhibition assay; higher % means a stronger effect; in the data active = a potency from the dose series; inconclusive = inhibition mostly from about 32% at the one dose, without a potency; inactive = the rest, 99 in 100 with inhibition below about 32%; note: strong numbers were not always called active
# Rac1 GTP hydrolysis = MgcRacGAP GTPase-activating activity inhibitors, confirmation, biochemical, ADP Hunter fluorescence; MgcRacGAP-stimulated Rac1 GTP hydrolysis, ADP Hunter fluorescence; higher % means a stronger effect; GST-tagged Rac1 F28L mutant substrate; one-dose inhibition, % at 30 µM; IC50 in µM for titrated hits; 340,000 compounds, 0.6% hits; AID 624330;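 active = first-screen hits whose inhibition reached a set limit at any dose in the follow-up dose series; inconclusive = inhibition above the set first-screen limit but never retested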;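 note: fluorescence reports GDP produced by GAP-driven GTP hydrolysis; strong numbers were not always called active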
# An asterisk follows results filed as active; i = inactive; ? = inconclusive; . = no result given; [ ] = remark or other dose.
SMILES,RSV antiviral HEp-2,HIV fusion peptide,GPR35 antagonists,Salmonella PhoP GFP,UTI89 phage lysis,GPR55 antagonists,NS5 inhibitors,SV40 large T antigen,Rac1 GTP hydrolysis
Cc1cccc(NS(=O)(=O)c2cccc(C(=O)NCC(c3ccco3)N(C)C)c2)c1 (centres undefined),-1.5%,.,.,-9%,-1.6%,.,-8%,9%,7%
c1ccc(-c2ccc(CN3CCSCC3)cc2)cc1,0.0%,0.7%,-4%,-4%,-0.1%,-14%,-3%,18%,30%
CC(NC(=O)C(C)N1CCN(S(=O)(=O)c2ccccc2)CC1)c1ccccc1 (centres undefined),0.0%,.,.,.,0.3%[50 µM],.,0%,.,5%
COc1ccc(C(=O)N2CCN(c3ccccc3OC)CC2)cc1,0.2%,1.9%,12%,-8%,-0.4%,4%,-6%,2%,1%
Cc1nc2ccc(C(=O)O)cc2c2c1CC(CN)O2 (centres undefined),0.8%,2.7%,-4%,-2%,3.1%,25%,.,12%,7%
CCn1c(-c2cc(OC)ccc2OC)csc1=Nc1c(C)n(C)n(-c2ccccc2)c1=O,0.1%,-0.1%,-7%,-2%,1.2%,12%,-8%,10%,12%
O=C(c1ccccc1)c1nn(-c2ccccc2)c2nnc(Cc3ccccc3)c(=O)n12,4.0%,1.2%,-13%,-7%,1.0%,5%,-5%,17%,5%
COc1ccc(CN2CCN(c3ncccn3)CC2)c(C)c1C,0.9%,0.8%,-3%,-5%,-0.5%,-1%,-5%,8%,13%
COc1ccc2[nH]c3c(c2c1)CCC/C3=N\N,?,0.0%,-7%,-11%,11%,-11%,-9%,7%,11%
O=C1C2(c3ccccc3)CN(CCO)CC1(c1ccccc1)CN(CCO)C2,-0.1%,0.9%,-6%,-8%,0.4%,6%,-6%,3%,4%
Cc1cc(NC(=O)CCC(=O)N(Cc2ccco2)C(C(=O)NC2CCCC2)c2ccccc2)no1 (centres undefined),0.4%,1.1%,2%,3%,-0.3%,32%,-2%,1%,9%
CCCOc1ccc(N2C(=O)CC(S/C(N)=N/N=C(\C)c3cccs3)C2=O)cc1 (centres undefined),0.6%,-0.7%,15%,-4%,0.1%,.,-4%,1%,7%
C=CCOC(=O)C1=C[C@H](c2csc3ccccc23)C[C@H](OCCCCO)O1,3.5%,.,.,-6%,-1.1%,.,-3%,20%,9%
Cc1cc(C)c(NC(=S)N(CCCN2CCOCC2)Cc2cccnc2)c(C)c1,-1.9%,0.2%,-3%,0%,0.4%,-1%,-2%,4%,5%
Cc1cc(S(=O)(=O)NC2CCCC2)ccc1-n1cnnn1,0.8%,-0.6%,2%,4%,0.0%,33%,-7%,2%,11%
CCCCN(C)c1ccc([N+](=O)[O-])cc1,1.5%,1.2%,0%,-1%,0.3%,-7%,5%,17%,7%
CCOC(=O)N1CCN(C(=O)COC(=O)c2oc3ccc(OC)cc3c2C)CC1,2.8%,0.8%,-9%,-3%,-0.2%,11%,-2%,14%,10%
CN(C)S(=O)(=O)c1cccc(-n2sc3ccccc3c2=O)c1,11%,-1.2%,2%,7%,1.3%,6%,-49%,13µM*,?
CO/N=C/c1ccc(N2CCN(C(=O)c3ccc(C)cc3)CC2)c([N+](=O)[O-])c1,9.8%,-4.8%,7%,2%,0.6%,2%,-5%,1%,1%
COC(=O)c1cc(COc2ccc3oc(C)c(C(=O)OC(C)C)c3c2)c(C)o1,5.2%,-1.4%,0%,-4%,0.0%,-7%,-1%,16%,11%
CSc1ccc(CNC(=O)c2c(C)noc2C)s1,.,0.6%,1%,-11%,-1.1%,1%,-2%,4%,-6%
COc1ccc(-c2nc(CN3CCN(c4ccccc4OC)CC3)c(C)o2)cc1,4.7%,-0.3%,16%,9%,-0.2%,-10%,-21%,1%,-2%
Oc1ccc(Nc2nc(-c3ccccc3O)nc3ccccc23)cc1,-1.5%,-1.8%,6%,2%,0.1%[50 µM],17%,2%,5%,18%
CC(C)n1cc(CN2CCCC(CNS(=O)(=O)c3cccc4cccnc34)C2)cn1 (centres undefined),-0.8%,0.7%,-10%,-7%,-0.3%,8%,2%,6%,3%

# SV40 large T antigen, hit marks shown above
SMILES,RSV antiviral HEp-2,HIV fusion peptide,GPR35 antagonists,Salmonella PhoP GFP,NS5 inhibitors,SV40 large T antigen,Rac1 GTP hydrolysis
CN(C)S(=O)(=O)c1cccc(-n2sc3ccccc3c2=O)c1,11%,-1.2%,2%,7%,-49%,13µM*,?

# (more compounds)
SMILES,RSV antiviral HEp-2,HIV fusion peptide,GPR35 antagonists,Salmonella PhoP GFP,UTI89 phage lysis,GPR55 antagonists,NS5 inhibitors,SV40 large T antigen,Rac1 GTP hydrolysis
CSCC(=O)N1CCC(Oc2cccc(C(=O)NCc3ccccn3)c2)CC1,-0.1%,0.6%,11%,-2%,-0.1%,-6%,3%,8%,8%
CCOC(=O)c1c(NC(=O)c2ccc(S(=O)(=O)N3CCOCC3)cc2)sc2c1CC(C)(C)NC2(C)C,3.0%,0.7%,-11%,3%,0.6%[50 µM],7%,12%,1%,6%
CC1CCCC(C)N1/N=C/c1cc(Br)cc(Br)c1O (centres undefined),9.0%,24%,-4%,6%,1.6%,-8%,-4%,7%,10%
CC1CCN(C(=O)CSc2nnc(-c3ccco3)o2)CC1,-0.3%,-3.0%,4%,5%,-0.6%,10%,-1%,16%,7%
O=C(c1ccccc1)c1ccc(OCC(O)CN2CCOCC2)cc1 (centres undefined),0.0%,.,.,.,1.2%,.,-6%,.,11%
CCOC(=O)/N=C(/NC(=O)Nc1ccc(C(=O)OCC)cc1)OC,1.3%,1.9%,-9%,-5%,0.5%,2%,1%,7%,-2%
O=C(Nc1ccc2c(c1)OCO2)N1CCN(c2cccc(C(F)(F)F)c2)CC1,6.4%,0.6%,-5%,1%,0.1%,5%,1%,3%,6%
Cc1ccc(C(c2c(C)[nH][nH]c2=O)c2c(C)[nH][nH]c2=O)cc1[N+](=O)[O-],0.7%,2.8%,-2%,-11%,1.0%[50 µM],6%,-4%,21%,6%
COc1cccc(NC(=S)NNC(=O)Cn2nc([N+](=O)[O-])cc2C)c1,0.4%,-3.2%,-11%,-9%,-0.7%,6%,-4%,14%,1%
CCOc1ccc2nc(SCC(=O)c3ccc(C)s3)sc2c1,16%,0.0%,14%,0%,1.3%,-17%,-8%,14%,8%
O=C(COc1ccccc1F)N1CCc2ccccc2C1,-0.2%,0.0%,2%,3%,3.9%,-1%,.,10%,-2%
OCCN1CCN(CC(O)COc2ccc(-c3ccccc3)cc2)CC1 (centres undefined),-0.9%,0.2%,1%,24%,4.4%,2%,-1%,-3%,6%
COc1ccc(N2C(=O)CC(Sc3ncn[nH]3)C2=O)c(OC)c1 (centres undefined),-0.3%,-1.7%,4%,4%,-2.5%,4%,-30%,16%,15%
CC1COC2C(O1)N(S(C)(=O)=O)CCN2S(C)(=O)=O (centres undefined),0.5%,-0.2%,5%,1%,i,8%,-5%,3%,10%
CN(Cc1nc2ccccc2n1C)S(C)(=O)=O,2.5%,-0.9%,11%,3%,0.3%,2%,-1%,.,5%
CCOC(=O)N1CCC(NC(=O)C(CC(C)C)NC(=O)C2CCC(C)CC2)CC1 (centres undefined),1.5%,2.3%,-8%,14%,0.1%,12%,-4%,2%,6%
CCOc1cc(CN2CCN(CCc3ccccc3)C(CCO)C2)ccc1OC (centres undefined),-1.3%,-1.2%,-6%,6%,0.1%,-4%,2%,7%,-3%
COc1ccccc1NC(=O)C1=C(C)NC(=O)NC1c1ccc(C)s1 (centres undefined),0.0%,1.0%,-18%,-9%,-0.6%,-6%,-6%,-1%,7%
O=C(NC(=S)Nc1ccc(S(=O)(=O)N2CCCCCC2)cc1)c1cccs1,0.8%,2.4%,1%,-1%,5.6%,-11%,-6%,8%,10%
O=C(NC(=S)Nc1ccccc1C(=O)O)c1ccc2ccccc2c1,2.2%,1.8%,-4%,2%,1.1%[50 µM],0%,8%,13%,15%
Cc1cc(C)cc(NC(=S)Nc2ccc(Cl)c(Cl)c2)c1,2.3%,0.8%,-15%,-8%,1.4%,-13%,-5%,1%,2%
CCC(C)Oc1ccc(C(=O)Nc2ccc(CN3CCOCC3)cc2)cc1 (centres undefined),5.2%,-1.3%,4%,-3%,1.8%,3%,-3%,11%,9%
COC(=O)/N=C(/Cc1ccc(OC)cc1)c1ccc(OC)cc1,2.2%,-0.9%,5%,-3%,-0.3%,4%,-5%,9%,3%
CC(C)OCCCNC(=O)COc1ccc2oc3c(c2c1)CCCC3,5.0%,-2.0%,-2%,2%,1.0%[50 µM],15%,-4%,-2%,3%
COc1ccc2cc(C#N)c(SCC(=O)Nc3nonc3C)nc2c1,?,2.6%,-3%,-4%,0.1%,5%,-11%,8%,4%
N#Cc1ccccc1OCC(=O)NCc1ccccc1CN1CCCC1,-0.9%,.,.,.,1.1%[50 µM],.,-5%,.,3%
COC(=O)CCC(=O)c1ccn(S(=O)(=O)c2ccccc2)c1,1.9%,-0.7%,6%,11%,0.3%,0%,-12%,4%,1%
CCNC(=S)NNC(=O)C(c1ccccc1)c1ccccc1,-0.4%,-5.0%,-2%,-4%,1.5%,5%,-1%,6%,5%
CC(C)(C)c1cc(C(=S)N2CCN(CCO)CC2)cc(C(C)(C)C)c1O,-0.2%,-2.4%,-23%,4%,0.0%,6%,-3%,-1%,28%
COC(=O)CNC(c1ccccc1)c1cc(Br)ccc1NC(=O)CCN1CCOCC1 (centres undefined),1.1%,7.4%,2%,6%,-0.8%,6%,6%,15%,2%
CN(C)C(=O)C1Cc2ccccc2CN1S(=O)(=O)c1cccs1 (centres undefined),0.6%,-0.4%,-8%,5%,-0.1%,13%,-1%,-8%,10%
O=C(NC1CCCC1)C(c1ccc(N2CCOCC2)cc1)N(C(=O)c1ccco1)c1ccccc1F (centres undefined),1.4%,-0.5%,17%,.,-1.1%,0%,-1%,.,5%
COc1cccc(C2C(C#N)=C(N)Oc3cc(C)[nH]c(=O)c32)c1OC (centres undefined),2.2%,1.3%,15%,-9%,-0.3%,20%,10%,-1%,1%
Nc1c(N(Cc2ccccc2)C(=O)COc2cccc(Cl)c2)c(=O)[nH]c(=O)n1Cc1ccccc1,-1.4%,.,.,-2%,0.9%[50 µM],.,14%,8%,11%

# Source: PubChem
